TRPC4 act: activators of mouse TRPC4 channel; Q9QUQ5; HEK293 TRPC4beta/mu-opioid, Fluo4 calcium fluorescence; hits give high values; B-score at 10 µM; hit rate 0.49% among 310,000;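 active = B-score above 5 SD of library B-scores, and initial fluorescence ratio not above library mean plus 5 SD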;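 note: positive B-score marks a calcium rise read as TRPC4 activation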
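Assay system: HEK293 stable line with TRPC4beta plus mu-opioid receptor; schedule: 45 min room-temperature Fluo4 loading, 110 s read; technique: kinetic Fluo4 calcium fluorescence; evaluation: integrated baseline-normalised fluorescence ratio, converted to per-well B score; controls: buffer (low) and maximal DAMGO (high)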
TRPC4 PAM: allosterically enhances the mouse TRPC4 cation channel. HEK293 TRPC4beta/mu-opioid, DAMGO EC20, Fluo-4 Ca2+ flux; hits give high values. AID 2227. hit rate 0.42% among 310,000. Q9QUQ5. B-score at 10 µM;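 active = B-score of calcium response area above 5 SD of library B-scores, with initial fluorescence ratio within 5 SD of library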;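 note: B-score of integrated fluorescence ratio over time as area under calcium response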
hERG rescue: compounds protecting human hERG from proarrhythmic drug block; activation (rescue from dofetilide block), less the hit threshold, % at 10 µM; CHO-hERG, FluxOR thallium flux, dofetilide IC70 present; hit rate 0.51% among 310,000;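 active = activation above the mean of controls blocked by dofetilide plus 5 SD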;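 note: thallium influx through hERG after potassium depolarization seen as dye fluorescence rise; in these data hits start at about 4.7%; inactives centre near -7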
KCNQ1 act: potentiates or activates the human KCNQ1 potassium channel. CHO-K1 KCNQ1, thallium flux FluxOR fluorescence; hits give high values. B-score at 10 µM. hit rate 0.35% among 310,000;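 active = fluorescence ratio B-score, a plate-corrected score, at least three library SD, with initial intensity B-score within 5 SD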
Target sequence (P51787 whole entry, looked up): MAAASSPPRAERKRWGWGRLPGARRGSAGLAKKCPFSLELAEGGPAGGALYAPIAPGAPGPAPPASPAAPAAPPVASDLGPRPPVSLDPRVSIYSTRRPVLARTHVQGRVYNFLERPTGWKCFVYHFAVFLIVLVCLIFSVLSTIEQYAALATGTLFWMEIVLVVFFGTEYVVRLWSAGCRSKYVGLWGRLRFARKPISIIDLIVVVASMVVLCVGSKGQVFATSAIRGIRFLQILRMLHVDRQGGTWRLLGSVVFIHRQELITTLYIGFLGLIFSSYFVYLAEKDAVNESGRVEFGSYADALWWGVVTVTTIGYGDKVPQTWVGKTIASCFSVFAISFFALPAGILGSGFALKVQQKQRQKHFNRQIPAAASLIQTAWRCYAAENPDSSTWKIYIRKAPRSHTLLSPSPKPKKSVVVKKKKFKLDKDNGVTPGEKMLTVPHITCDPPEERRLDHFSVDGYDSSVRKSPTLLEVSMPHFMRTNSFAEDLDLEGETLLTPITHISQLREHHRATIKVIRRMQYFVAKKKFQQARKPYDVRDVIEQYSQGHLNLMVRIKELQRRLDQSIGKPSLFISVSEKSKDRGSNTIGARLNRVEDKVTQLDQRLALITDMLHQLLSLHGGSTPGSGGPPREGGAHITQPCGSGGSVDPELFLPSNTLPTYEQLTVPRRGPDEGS
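System: Stable KCNQ1 CHO-K1 line | Incubation: 90 min dye loading and 20 min compound exposure, both at room temperature | Measure: Ratio B score | Medium: Assay buffer for compound exposure, DMSO matched across wells | Compound dosing: Single-concentration screen | Probe or stimulus: K+/Tl+ depolarizing stimulus | Measured by: Kinetic FluxOR fluorescence, 10 s baseline plus 110 s post-stimulus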
KCNK9 inh: human KCNK9 channel inhibition. hit rate 1.2% among 310,000. Q9NPC2. B-score at 10 µM. AID 488922. HEK293 KCNK9, FluxOR thallium flux fluorescence; hits give low values;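 active = ratio B-score over 3 SD below the library mean, with starting fluorescence within 5 SD of its mean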;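 note: negative B-score means less thallium flux so channel inhibition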
ANO1 block: mouse TMEM16A channel inhibition, primary screen; Q8BHY3; HEK293 TMEM16A/YFP iodide influx fluorescence, ionomycin; normalized B-score (activity score, 25-100; higher = stronger inhibition) at 10 µM; hit rate 1.2% among 310,000; AID 588511;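 active = ratio plate-corrected score three or more library SD toward inhibition, starting fluorescence score within five deviations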;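 note: score derived from kinetic fluorescence span divided by baseline fluorescence per well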
KCNK3 inh: human KCNK3 channel inhibition, primary screen; O14649; CHO-KCNK3 thallium flux, FluxOR fluorescence; hits give low values; B-score at 10 µM; hit rate 0.84% among 340,000; AID 602410;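 active = B-score under library mean minus 4 SD, starting fluorescence ratio at most library mean plus 5 SD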;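 note: more negative B-score means stronger inhibition of thallium flux through KCNK3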
Target sequence (O14649 whole entry, looked up): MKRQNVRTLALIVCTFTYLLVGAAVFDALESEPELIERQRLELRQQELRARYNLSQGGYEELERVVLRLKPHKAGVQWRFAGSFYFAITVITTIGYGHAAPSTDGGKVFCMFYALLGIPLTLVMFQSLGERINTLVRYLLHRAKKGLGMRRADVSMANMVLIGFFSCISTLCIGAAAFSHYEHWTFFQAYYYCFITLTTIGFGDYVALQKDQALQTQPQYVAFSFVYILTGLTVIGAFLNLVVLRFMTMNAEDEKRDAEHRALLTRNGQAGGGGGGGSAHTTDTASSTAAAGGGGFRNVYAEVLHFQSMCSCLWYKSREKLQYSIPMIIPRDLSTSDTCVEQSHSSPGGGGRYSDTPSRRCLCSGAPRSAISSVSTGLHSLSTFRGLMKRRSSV
ANO1 activ: activates or potentiates the mouse TMEM16A chloride channel; HEK293 TMEM16A/YFP-H148Q/I152L, iodide quench fluorescence; hits give low values; B-score at 10 µM; hit rate 0.3% among 340,000; AID 623877;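 active = fluorescence-ratio B-score plate-corrected deviation score at least 3 library SD below zero, with starting fluorescence score within 5 deviations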;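 note: channel opened by trigger with iodide after compound preincubation; score built on the fluorescence ratio of max minus min over baseline; more negative score means more quench and so TMEM16A activation or potentiation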
KCNQ1 block: blocks the human KCNQ1 potassium channel; AID 2642; CHO-K1 KCNQ1, FluxOR thallium flux fluorescence; hits give high values; hit rate 1.3% among 310,000; B-score at 10 µM; P51787;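 active = compounds whose thallium flux B-score, printed positive for inhibition, exceeds three library SD while starting fluorescence stays within three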;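 note: channel opened by potassium depolarization with thallium stimulus after 20 min compound exposure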
DYRK1A inh: Dyrk1A (rat) kinase inhibition | inhibition, % at 12.5 µM | ADP-Glo luminescence, NFATc1 peptide | hit rate 0.43% among 310,000 | Q63470; in the data active = inhibition above about 50%;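 note: plate controls were vehicle with enzyme for no effect and no enzyme for full effect; many of its hits are not listed in these tables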
HDAC3 inhib: inhibitors of human histone deacetylase 3; O15379; recombinant HDAC3, fluorogenic peptide/trypsin coupled, fluorescence; inhibition, % at 8.3 µM; hit rate 0.15% among 320,000; in the data active = inhibition above about 26%, passing the limit was not always enough
Starred values were filed as active, the others as inactive; i = inactive; . = no result given. The list is partial; the hit share may differ from the screen's.

Preview (two entries):
SMILES	TRPC4 act	TRPC4 PAM	hERG rescue	KCNQ1 act	KCNK9 inh	ANO1 block	KCNK3 inh	ANO1 activ	KCNQ1 block	DYRK1A inh	HDAC3 inhib
CC1(C)CC2CC(C)(CN2C(=O)c2ccc([N+](=O)[O-])cc2)C1 (stereo not given)	i	i	-10	i	i	i	i	i	i	0	-15
CCN(C(=O)COC(=O)c1nn(-c2ccccc2)c(=O)c2ccccc12)C1CCS(=O)(=O)C1 (stereo not given)	i	i	-14	i	i	i	i	i	i	1	4

The listing, repeating the preview:
SMILES	TRPC4 act	TRPC4 PAM	hERG rescue	KCNQ1 act	KCNK9 inh	ANO1 block	KCNK3 inh	ANO1 activ	KCNQ1 block	DYRK1A inh	HDAC3 inhib
CC1(C)CC2CC(C)(CN2C(=O)c2ccc([N+](=O)[O-])cc2)C1 (stereo not given)	i	i	-10	i	i	i	i	i	i	0	-15
CCN(C(=O)COC(=O)c1nn(-c2ccccc2)c(=O)c2ccccc12)C1CCS(=O)(=O)C1 (stereo not given)	i	i	-14	i	i	i	i	i	i	1	4
Cc1cc(C(=O)Nc2ccc(N3CCOCC3)c(Cl)c2)c(C)o1	i	i	-14	i	i	i	i	i	i	.	.
CC(NC(=O)CN(C)S(=O)(=O)c1ccc2c(c1)c(=O)n(C)c(=O)n2C)c1ccccc1 (stereo not given)	i	i	-6	i	i	i	i	i	i	-2	-1
Cc1cc(NC(=O)C(C)C)ncc1NC(=O)c1ccco1	i	i	-2	i	i	i	i	i	i	-3	-1
CSc1nsc(SCC(=O)Nc2ccccc2)n1	i	i	-5	i	i	i	i	i	i	-2	9
CNC(=O)CS(=O)CC(=O)Nc1cc(OC(C)C)c(Cl)cc1Cl (stereo not given)	i	i	-5	i	i	i	i	i	i	-1	-5
Cc1cccc(C)c1OCC(=O)Nc1cccc(NC(=O)c2ccco2)c1	i	i	-25	i	i	100*	i	i	i	1	-1
Cc1ccc(S(=O)(=O)Cn2nnnc2CN(Cc2ccco2)Cc2cccs2)cc1	i	i	-7	i	i	i	i	i	i	4	-2
COc1ccccc1C(=O)COC(=O)c1cc(=O)[nH]c2ccccc12	i	i	-10	i	i	i	i	i	i	0	2
O=C(COC(=O)CCN1C(=O)/C(=C\C=C\c2ccccc2)SC1=S)Nc1cc(F)ccc1F	i	i	-10	i	i	i	i	i	i	2	-2
CC1(C)CC(=O)c2cc(OCC(=O)N3CCOCC3)ccc2O1	i	i	-13	i	i	i	i	i	i	1	-36
Cc1ccc(S(=O)(=O)N2CCN(C(=O)COc3ccc(C)nc3[N+](=O)[O-])CC2)c(C)c1	i	i	-17	i	i	i	i	i	i	4	3
Cc1cccc(-n2c3nc(=O)[nH]c(=O)c-3cc3cc([N+](=O)[O-])ccc32)c1	i	i	-8	i	i	i	i	i	i	0	4
CN(C)S(=O)(=O)c1ccc(S(=O)(=O)NCc2ccc3c(c2)OCO3)cc1	i	i	-5	i	i	i	i	i	i	7	-4
O=C1CCC(C(=O)OCC(=O)c2c[nH]c3ccccc23)=NN1	i	i	1	i	i	i	i	i	i	6	-9
CC(C)(C)CC(C)(C)c1ccc(OCCOCC[N+](C)(C)Cc2ccccc2)cc1	.	.	.	.	.	25*	i	i	.	3	40*
Cc1ccc(-c2nc(NCc3ccc(F)cc3)n(S(C)(=O)=O)n2)cc1	i	i	-8	i	i	i	i	i	i	-3	4
COc1ccc(-n2c(SCC(N)=O)nc3nc4c(cc3c2=O)COC(C)(C)C4)cc1	i	i	-9	i	i	i	i	i	i	-4	-1
COc1ccc(NC(=O)CN2CCN(C3c4ccccc4-c4ccccc43)CC2)c(OC)c1	i	i	-11	i	-17*	i	i	i	8*	9	14
COc1ccc(C(=O)Nc2nnc(S(=O)(=O)N(C)Cc3ccc(F)cc3)s2)cc1OC	i	i	-6	i	i	i	i	i	i	1	-1
COc1ccc(Nc2nc(-c3cccnc3)cs2)c(OC)c1	i	i	-4	i	i	i	i	i	i	-6	1
O=C(N/N=C/c1cc([N+](=O)[O-])cc(Br)c1O)C12CC3CCC(CC(C3)C1)C2	136*	i	-22	25*	i	100*	i	i	i	2	-1
CN(C)C(=O)CSc1nnc(C23CC4CC(CC(C4)C2)C3)o1	i	i	-8	i	i	i	i	i	i	1	-9
Cc1cc(NC(=O)CSc2cn(CCNC(=O)c3ccccc3)c3ccccc23)no1	i	i	-27	i	i	i	i	i	i	3	-2
O=c1[nH]cnc(O)c1N=Nc1ccccc1	i	i	-10	i	i	i	i	i	i	9	-1
COc1ccc(Br)cc1-c1nc2c(c(=O)[nH]c(=O)n2Cc2ccccc2)n1C	i	i	-1	i	i	i	i	i	i	-3	3
O=C(N1CCOCC1)C12CC3CC(C1)CC(n1cnc(Cl)n1)(C3)C2	i	i	-9	i	i	i	i	i	i	-2	-1
COc1ccccc1CNC(c1ccccc1)c1ccccc1	i	i	-13	i	i	i	i	i	i	-1	-1
CN(Cc1ccc2c(c1)OCCO2)C(=O)CN1C(=O)NC2(CCCCC2)C1=O	i	i	-1	i	i	i	i	i	i	.	2
CCN1C(=O)c2ccccc2S(=O)(=O)c2ccc(C(=O)NCCCN(CC(C)C)CC(C)C)cc21	i	i	-5	i	i	i	i	i	i	-5	0
COc1ccc(C(C)=O)cc1CSCc1cc(C(C)=O)ccc1OC	i	i	-1	i	i	i	i	i	i	6	-1
CCN(CCn1cccn1)C(=O)CC1C(=O)NCCN1CC1CCCCC1 (stereo not given)	i	i	-7	i	i	i	i	i	i	0	1
C=CCC1=C/C(=C\c2c(N)n3nc(CC(=O)N4CCCC4)sc3nc2=O)C=C(OC)C1=O	i	i	-4	i	i	i	i	i	i	-3	-2
Cc1cnc(NC(=O)c2ccco2)s1	i	i	-3	i	i	i	i	i	i	18	4
CN(C)S(=O)(=O)N1CCN(C(=O)c2ccc3c(c2)OCO3)CC1	i	i	-9	i	i	i	i	i	i	0	5
Cc1ccc(OCC(=O)N2CCC(N3CCCCCC3)CC2)cc1	i	i	-4	i	i	i	i	i	i	2	-4
CC(C)c1ccc(-c2nc(N3CCCCC3)[nH]c(=O)c2C#N)cc1	i	i	-16	i	i	i	i	i	i	-1	-3
CC(=O)c1ccc(S(=O)(=O)N2Cc3ccccc3CC2C(=O)O)cc1 (stereo not given)	i	i	-6	i	i	i	i	i	i	-3	-7
COc1cc(C(=O)OCc2cc(=O)c(O)co2)ccc1OC(F)F	i	i	-2	i	i	i	i	i	i	-4	-3

As a working copy, 2 of the compounds above.
SMILES	TRPC4 act	TRPC4 PAM	hERG rescue	KCNQ1 act	KCNK9 inh	ANO1 block	KCNK3 inh	ANO1 activ	KCNQ1 block	DYRK1A inh	HDAC3 inhib
CC(=O)c1ccc(S(=O)(=O)N2Cc3ccccc3CC2C(=O)O)cc1 (stereo not given)	i	i	-6	i	i	i	i	i	i	-3	-7
COc1cc(C(=O)OCc2cc(=O)c(O)co2)ccc1OC(F)F	i	i	-2	i	i	i	i	i	i	-4	-3

Single records, as listed above. Order of screens: TRPC4 act	TRPC4 PAM	hERG rescue	KCNQ1 act	KCNK9 inh	ANO1 block	KCNK3 inh	ANO1 activ	KCNQ1 block	DYRK1A inh	HDAC3 inhib
Shown for CN(C)C(=O)CSc1nnc(C23CC4CC(CC(C4)C2)C3)o1 = i	i	-8	i	i	i	i	i	i	1	-9
Shown for CCN(CCn1cccn1)C(=O)CC1C(=O)NCCN1CC1CCCCC1 (stereo not given) = i	i	-7	i	i	i	i	i	i	0	1

New compounds follow:
SMILES	TRPC4 act	TRPC4 PAM	hERG rescue	KCNQ1 act	KCNK9 inh	ANO1 block	KCNK3 inh	ANO1 activ	KCNQ1 block	DYRK1A inh	HDAC3 inhib
O=C(NCc1ccco1)c1ccccc1-c1ccccc1	i	i	-21	i	i	i	i	i	i	5	6
Cc1ccc(S(=O)(=O)N2CCCC(C(=O)NCc3ccc4c(c3)OCO4)C2)cc1 (stereo not given)	i	i	-4	i	i	i	i	i	i	-9	7
CCOC(=O)Nc1oc2ccccc2c(=O)c1C	i	i	-7	i	i	i	i	i	i	6	-3
CC1CCN(c2nc3ccccc3nc2N2CCC(C)CC2)CC1	i	i	-11	i	i	i	.	.	i	.	1
COc1cc(/C=N/n2cnnc2)ccc1OC(=O)c1ccncc1	i	i	-9	i	i	i	i	i	i	35	4
COc1cc(C2Sc3ccccc3NC3=C2C(=O)OC3)cc(OC)c1OC (stereo not given)	i	i	-14	i	i	i	i	i	i	4	3
CC(=O)Nc1cccc(NC(=O)CSc2ncc(-c3ccccc3)[nH]2)c1	i	i	-9	i	i	i	i	i	i	13	-4
CCOc1ccc(S(=O)(=O)n2nnc3ccccc32)cc1C(C)C	i	i	-1	i	i	i	.	.	i	.	1
CCOC(=O)C1=C(COc2ccccc2)NC(=O)NC1c1ccc(Br)cc1 (stereo not given)	i	i	-6	i	i	i	i	i	i	3	6
COc1cccc(C(=O)C2CN(c3ccccc3)CC2c2ccc(Cl)cc2)c1 (stereo not given)	i	i	-5	i	i	i	i	i	i	0	2
CN(C)Cc1ccccc1Sc1ccc(Br)cc1	i	i	-10	i	i	i	i	i	i	-4	-14
N#C/C(=C1\CCCN1)c1ccc2ccccc2n1	i	i	-6	i	i	i	i	i	i	7	1
Cc1ccccc1NC(=O)CSc1nnc(-c2ccccc2)n1-c1ccccc1	i	i	-7	i	i	i	i	i	i	-10	7
Cc1cc(=O)oc(C)c1C(=O)Nc1cccnc1Cl	i	i	-11	i	i	i	i	i	i	.	1
CCc1ccc(-c2cc(C)no2)cc1S(=O)(=O)N1CCN(c2ccc(F)cc2)CC1	i	i	-13	i	i	i	i	i	i	.	0
O=C(NNC(=O)c1cccc2ccccc12)c1ccc(-c2ccccc2)cc1	i	i	-11	i	i	i	i	-15*	i	-1	0
Cc1ccc(CNC(=O)CCCC(=O)O)cc1	i	i	-10	i	i	i	i	i	i	-2	11
CCn1cc(S(=O)(=O)N2CCc3ccccc3C2)cn1	i	i	-10	i	i	i	i	i	i	5	0
CC(=O)NS(=O)(=O)c1ccc(NC(=O)c2cccc(S(=O)(=O)N3CCc4ccccc43)c2)cc1	i	i	-10	i	i	i	i	i	i	15	-2
CNc1nnc(Sc2ncccc2[N+](=O)[O-])s1	i	i	-8	i	i	i	i	i	i	.	6
COC(=O)c1c(NC(=O)CN2CCN(c3ccccc3)CC2)c2c(C)cccc2n1C	i	i	-15	i	i	i	i	i	i	0	7
Cc1ccc(OCC(=O)Nc2ccc3oc(=O)ccc3c2)cc1	i	i	-5	i	i	i	i	i	i	-1	0
Cc1ccc2c(c1)S/C(=C\c1cccc[n+]1C)N2CCO	i	i	-7	i	i	i	i	i	i	-2	3
O=C(Nc1cccnc1)c1cccs1	i	i	-12	i	i	i	i	i	i	13	0
